Assay outcomes from PubChem BioAssay.
SSB-PriA inh: K. pneumoniae PriA-SSBct interaction inhibition. AlphaScreen SSBct-PriA binding, biotinylated peptide. inhibition, % at 33 µM. 430,000 compounds, 0.6% hits; in the data active means inhibition mostly above about 37%, no sharp cut-off; inactive means mostly below about 20%;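 further: plate controls were negative control peptide for no effect and reference peptide for full effect; strong numbers were not always called active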
3CLpro inhibitor: SARS-CoV 3CLpro protease inhibition; P0C6X7; 290,000 compounds, 0.14% hits; AID 1706; inhibition, % at 6 µM; recombinant SARS-CoV 3CLpro, quenched FRET peptide cleavage; in the data active means inhibition above about 12%
PfHsp40 yeast: rescue of PfHsp40-mediated yeast toxicity; 340,000 compounds, 0.68% hits; S. cerevisiae expressing PfHsp40, growth rescue, ATP luminescence; growth rescue, % at 12.5 µM; in the data active means growth rescue above about 28%, passing the limit was not always enough; inconclusive means no clear call, values can overlap the other calls;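 further: yeast W303a lacking pdr1 and pdr3 grown in galactose medium; growth measured after three days at 30 °C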
Y pestis TopoI: blocks Yersinia pestis topoisomerase I activity. Y. pestis Topo-I cleavage product accumulation, plate reader. activity, % at 10 µM. 360,000 compounds, 0.064% hits. AID 504884; in the data active means activity above about 50%, passing the limit was not always enough; inconclusive means no clear call, values can overlap the other calls; further: inactives centre near 2
Anthrax LF prot: inhibitors of Bacillus anthracis lethal factor protease | multiplex microsphere protease cleavage assay, LF | inhibition, % at 10 µM | 360,000 compounds, 0.12% hits | P15917; further: plate controls were buffer without enzyme for full effect and enzyme alone for no effect
BoNT A protease: BoNT A light chain protease inhibition | 360,000 compounds, 0.17% hits | multiplex microsphere protease substrate cleavage, flow cytometry | inhibition, % at 10 µM; further: plate controls were buffer without enzyme for full effect and enzyme alone for no effect
PrPC surface inh: cell surface PrPC inhibition, primary TR-FRET screen; P04156; TR-FRET read-out; inhibition, % at 13.8 µM; 370,000 compounds, 0.43% hits; in the data active means inhibition above about 24%; further: 0% = median of the test wells and 100% = reference compound wells
BH1578 lux ind: quorum light induction in luxS cqsA deficient V. cholerae | V. cholerae BH1578 lux reporter, luminescence, 6 h | activation, % at 18.7 µM | 350,000 compounds, 0.16% hits | AID 588436; in the data active means activation mostly above about 9.7%, no sharp cut-off; inconclusive means no clear call, values can overlap the other calls; inactive means mostly below about 3.7%; further: not every result past the cut was called active; inactives centre near 0; reference of the scale not given here
TcdB GH inh: TcdB glycohydrolase inhibition; P18177; TcdB glycohydrolase enzymatic assay, plate reader; inhibition, % at 9.99 µM; 350,000 compounds, 0.24% hits; in the data active means inhibition above about 10%
Target sequence (P18177 whole entry, looked up): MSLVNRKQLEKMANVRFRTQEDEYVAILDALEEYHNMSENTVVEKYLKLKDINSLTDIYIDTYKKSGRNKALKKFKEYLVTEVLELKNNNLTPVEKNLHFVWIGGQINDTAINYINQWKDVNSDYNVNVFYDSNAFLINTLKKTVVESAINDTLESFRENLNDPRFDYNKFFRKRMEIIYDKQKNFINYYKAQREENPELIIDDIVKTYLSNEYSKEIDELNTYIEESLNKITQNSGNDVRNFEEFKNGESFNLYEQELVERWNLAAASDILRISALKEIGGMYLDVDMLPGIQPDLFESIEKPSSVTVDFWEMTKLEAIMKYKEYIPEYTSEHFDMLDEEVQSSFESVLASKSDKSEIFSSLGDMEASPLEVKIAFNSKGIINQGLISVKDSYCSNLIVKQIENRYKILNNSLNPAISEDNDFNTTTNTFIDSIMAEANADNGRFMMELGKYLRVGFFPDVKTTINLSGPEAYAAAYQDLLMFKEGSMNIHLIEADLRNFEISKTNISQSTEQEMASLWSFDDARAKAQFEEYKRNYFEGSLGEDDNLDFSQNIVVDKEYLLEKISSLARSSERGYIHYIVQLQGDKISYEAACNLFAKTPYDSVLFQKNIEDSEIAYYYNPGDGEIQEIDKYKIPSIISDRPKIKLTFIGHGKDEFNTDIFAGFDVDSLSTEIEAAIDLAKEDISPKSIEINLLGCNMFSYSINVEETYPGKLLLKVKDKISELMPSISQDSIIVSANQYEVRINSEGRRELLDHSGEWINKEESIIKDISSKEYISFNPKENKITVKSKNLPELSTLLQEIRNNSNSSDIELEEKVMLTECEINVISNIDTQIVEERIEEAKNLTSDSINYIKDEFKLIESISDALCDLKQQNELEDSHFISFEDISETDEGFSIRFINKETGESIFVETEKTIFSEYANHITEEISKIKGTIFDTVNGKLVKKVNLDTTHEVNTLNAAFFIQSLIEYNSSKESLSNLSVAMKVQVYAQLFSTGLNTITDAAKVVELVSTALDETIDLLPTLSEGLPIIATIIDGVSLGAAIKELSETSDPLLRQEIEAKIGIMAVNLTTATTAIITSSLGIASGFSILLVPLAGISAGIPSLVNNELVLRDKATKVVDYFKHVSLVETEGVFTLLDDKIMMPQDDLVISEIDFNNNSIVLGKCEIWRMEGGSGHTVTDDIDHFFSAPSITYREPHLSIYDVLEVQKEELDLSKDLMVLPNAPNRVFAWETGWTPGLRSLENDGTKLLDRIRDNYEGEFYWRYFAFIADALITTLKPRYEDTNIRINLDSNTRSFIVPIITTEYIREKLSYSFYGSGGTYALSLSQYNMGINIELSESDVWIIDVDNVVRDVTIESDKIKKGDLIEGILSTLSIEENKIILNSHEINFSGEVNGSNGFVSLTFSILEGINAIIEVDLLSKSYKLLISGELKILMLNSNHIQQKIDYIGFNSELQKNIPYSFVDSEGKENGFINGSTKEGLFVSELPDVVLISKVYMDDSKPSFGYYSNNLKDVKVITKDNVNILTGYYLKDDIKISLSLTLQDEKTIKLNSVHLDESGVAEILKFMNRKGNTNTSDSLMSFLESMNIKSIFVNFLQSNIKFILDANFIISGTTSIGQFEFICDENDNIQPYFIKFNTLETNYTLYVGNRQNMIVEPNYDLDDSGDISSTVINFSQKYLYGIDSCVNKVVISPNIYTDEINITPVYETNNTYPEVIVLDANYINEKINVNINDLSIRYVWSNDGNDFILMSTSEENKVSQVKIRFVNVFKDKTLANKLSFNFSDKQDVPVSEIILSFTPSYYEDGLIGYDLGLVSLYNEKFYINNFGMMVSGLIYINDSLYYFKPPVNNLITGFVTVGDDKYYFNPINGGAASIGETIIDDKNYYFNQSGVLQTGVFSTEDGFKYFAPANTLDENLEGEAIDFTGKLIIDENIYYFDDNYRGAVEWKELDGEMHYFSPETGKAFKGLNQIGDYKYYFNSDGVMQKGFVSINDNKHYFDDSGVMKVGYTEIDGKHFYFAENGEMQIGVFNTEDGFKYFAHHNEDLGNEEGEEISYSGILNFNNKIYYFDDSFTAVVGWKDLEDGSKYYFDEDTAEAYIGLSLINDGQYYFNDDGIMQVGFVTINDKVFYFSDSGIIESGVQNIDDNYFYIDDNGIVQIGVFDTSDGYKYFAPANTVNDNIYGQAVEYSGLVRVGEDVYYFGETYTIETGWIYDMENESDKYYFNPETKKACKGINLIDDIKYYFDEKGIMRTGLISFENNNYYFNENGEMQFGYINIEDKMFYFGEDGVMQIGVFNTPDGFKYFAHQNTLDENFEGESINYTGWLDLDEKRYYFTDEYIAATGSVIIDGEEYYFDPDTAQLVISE
Active calls of the source: *; i = inactive; ? = inconclusive; . = not tested or not shown; & = joins results of further samples. Unless noted, no stated cut-off is given here; in the data, active means inhibition above about 30%; inconclusive means no clear call, values can overlap the other calls; inactive means below that.

Below each SMILES: Y pestis TopoI, SSB-PriA inh, Anthrax LF prot, PrPC surface inh, PfHsp40 yeast, 3CLpro inhibitor, TcdB GH inh, BH1578 lux ind, BoNT A protease
- Cn1cccc1/C=N/NC(=O)c1ccncc1
  -1, i, 2, -2, ., -1, -2.8, i, -0.1
- CCNC(=O)COC(=O)Cc1ccc(Cl)cc1Cl
  1, -9, -6, -8, 1.1, 0, -2.0, -0.3, -0.3
- Cc1cc(Br)cn2c(Cc3cccc(F)c3)c(-c3ccc(F)cc3)nc12
  ., ., 1, 19, ., ., -0.2, ., 0.4
- CCCCCn1c(SCc2cccc(C)c2)nc2c1c(=O)[nH]c(=O)n2C
  28, -17, -4, -3, -0.1, ., 0.3, -0.2, -1.2
- O=C(Sc1n[nH]c(=O)[nH]c1=O)c1ccccc1
  -3, -4, 0, -1, 1.9, ., 1.9, ., 0.4
- Cc1n[nH]c(=O)nc1N/N=C/c1ccc(O)c([N+](=O)[O-])c1
  -1, ., 1, -1, -0.6, 2, 0.2, -0.6, 0.2
- CCOc1cc(/C=C2/C(=N)N3N=C(CC)SC3=NC2=O)ccc1OC(=O)c1ccco1
  6, -14, -1, 0, 0.3, -2, 0.3, -0.4, -0.4
- Cc1ccc(C(=O)NCc2ccccn2)o1
  1, 8, 1, 2, 0.6, 3, 0.3, i, -0.1
- C[C@@H]1CN([C@@H](C)CO)S(=O)(=O)c2ccc(Br)cc2O[C@H]1CN(C)C(=O)c1ccncc1
  2, ., -3, 8, ., ., -0.3&-0.2, -0.2, 0.0
- CCOC(=O)C1=CCN(S(=O)(=O)c2ccccc2Br)C1c1ccc(Cl)c(Cl)c1 (stereo not given)
  ., ., 3, 7, ., ., 0.1, ., -0.3
- Cn1c(CNC(=O)c2ccc(Cl)cc2)nnc1SCC(=O)NC1CCCC1
  4, 5, -8, 0, -0.5, 0, 0.3, -0.6, -0.6
- Cc1ccc(S(=O)(=O)N(CC(=O)Nc2ccc(C(N)=O)cc2)C(=O)N2CCN(C)CC2)cc1
  6, -11, -2, 5, 0.7, ., 1.9, -4.0, -3.7
- O=C(CC(=O)c1ccccc1)Nc1ccccn1
  1, -2, -1, 5, -1.3, 5, 0.7, -0.4, 4.2
- O=C(c1cccs1)N1CCN(c2ccc(Cl)cc2)CC1
  9, 1, -7, -4, 1.3, 2, 1.5, -0.4, -5.7
- Cc1ccc(SCc2nnc(NC(=O)c3ccccc3)s2)cc1
  -13, -5, -5, 2, -0.7, -7, ., -0.3, 0.3
- COc1ccccc1C(=O)N/C(=C\c1cn(C)c2ccccc12)C(=O)NCCN1CCOCC1
  7, ., -7, 4, ., ., 0.4, -1.1, -0.5
- CCN(CC(=O)NCc1ccc(F)cc1)C(=O)/C=C/c1cccs1
  3, -1, 1, -11, -2.2, 2, -1.6, -0.3, 0.5
- COc1ccc2c([N+](=O)[O-])c(N3CCCC3)[nH]c2c1
  -1, 4, 23, 4, -1.2, -6, 3.1, -0.5, -2.0
- CN(C)c1ccc(CCN2CCOCC2)cc1
  1, -7, -5, 3, -0.6, ., 0.0, 1.1, -0.6
- Cc1cc(C)c(S(=O)(=O)N2CCOC2CNC(=O)C(=O)NCc2ccccn2)c(C)c1 (stereo not given)
  11, 1, 0, 8, -0.2, 3, 1.0, -0.5, 0.7
- COc1ccc(NC2=NCCC(=O)N2Cc2cccs2)cc1
  -2, -6, -6, -3, -2.5, 6, ., i, -1.5
- CCNC(=O)C1(C)CCCN(C(=O)CCc2cccs2)C1 (stereo not given)
  0, ., -1, -8, ., ., 1.5, i, 0.7
- COc1cc(S(=O)(=O)n2cnc3ccccc32)ccc1Br
  -10, -3&-9, -6, 7, -0.5, 1, 1.7, -0.7, 0.3
- O=C1CC(N2CCN(C/C=C/c3ccccc3)CC2)C(=O)N1Cc1cccs1 (stereo not given)
  12, -2, 0, 2, -0.1, 16*, ., 0.4, 0.8
- CCCCn1c(N)c(N(C)C(=O)C2CCCC2)c(=O)[nH]c1=O
  -1, -18, 4, -5, -1.0, ., 0.8, 0.4, 0.6
- COc1cccc(OCCNC(=O)c2ccc(C)cc2)c1
  -6, -7, 6, 1, 0.7, 0, 1.0, i, 5.2
- Cc1[nH]nc2c1C(c1ccc(-c3ccccc3C#N)o1)C(C#N)=C(N)O2 (stereo not given)
  -16, 18, 0, ., -0.6, 5, ., i, 1.2
- Cc1cccc(C)c1NC(=O)C1C2C=CC(C2)C1C(=O)O (stereo not given)
  -1, 1, -2, -3, -0.3, 2, -1.3, i, 2.1
- COc1ccc(CNc2nccs2)cc1OC
  22, -1, 14, 4, 1.9, -2, 3.0, -0.3, -3.2
- COc1ccc(-c2cc(OC)c3c(C)oc(C)c3c(=O)c2)cc1OC
  13, 7, 1, -21, 0.3, 0, -0.2, -7.1, 1.0
- CCN(CC)C(=O)/C=C/c1ccc(OC)c(S(=O)(=O)N2CCCCC2)c1
  3, 10&-11, -2, 0, -0.2, 6, 0.1, i, -0.4
- CC(CC(=O)N1CCN(c2ccccc2)CC1)S(=O)(=O)c1ccc2c(c1)NC(=O)CO2 (stereo not given)
  9, 1, 0, -1, -0.4, 1, 0.8, -0.3, 0.2
- CN1CCN(c2nc(-c3ccccc3)nc(-c3ccc(F)cc3)c2C#N)CC1
  2, 2, -6, -4, 1.5, -1, 0.9, -0.6, -1.3
- Cc1cc(=O)oc2cc(OCC(=O)N3CC[C@@]4(O)CCCC[C@H]4C3)c(Cl)cc12
  0, -19, 0, -10, -0.6, 6, -0.5, -0.7, -1.2
- CC(=O)N1CCN(c2ccc([N+](=O)[O-])cc2C#N)CC1
  -3, -12, -3, -40, 12, -6, 0.6, 0.2, 0.7
- COc1ccccc1N1CCN(c2nc3ccccn3c(=O)c2C=O)CC1
  14, 0, -2, -14, -1.1, 5, ., -0.6, 0.7
- CCn1c(SCC(=O)Nc2ccc(N(C)C)cc2)nnc1-c1ccco1
  7, 3, -2, 10, -1.1, 1, 2.2, -0.6, 0.5
- CCc1c(C(=O)Nc2cc(C(=O)OC)ccc2C)csc1C
  23, -1, -2, -3, -1.8, -1, 0.4, i, 1.4
- O=C(NCC(F)(F)F)Nc1cccnc1
  -1, -7, 2, -9, 0.5, 2, ., -1.0, -0.1
- CCC(C)(C)NC(=O)Cc1ccccc1OC
  5, -15, -6, -6, 0.7, -1, ., ., 1.2
- COCCNC(=O)Nc1ccc(F)cc1
  9, -2, -5, 5, -1.2, 3, -0.2, -0.5, -0.5
- O=C(CSc1nc(-c2ccco2)cc(C(F)(F)F)n1)Nc1ccc(C(=O)N2CCOCC2)cc1
  6, -6, -6, -5, 0.5, 2, ., -1.0, -0.3
- CC(C)CCOc1ccc(CO[C@@H]2[C@H]3OC(C)(C)O[C@H]3O[C@@H]2C(O)CO)cc1 (stereo not given in full)
  -5, -2, -6, -7, -0.4, 0, -0.4, -1.4, -1.5
- O=C(c1cccnc1)N1CCc2ccccc2C1
  -5, -11, 1, 3, -1.2, 1, ., 2.0, 0.6
- C(=C1c2ccccc2-c2ccccc21)c1ccccn1
  18, -2, -9, 8, ?, ., 0.1, -5.9, -0.1
- CCOC(=O)N1CCN(C(=S)Nc2ccc3nc(N4CCN(CC)CC4)cc(C)c3c2)CC1
  14, 1, 2, -2, -0.6, -14, -3.0, -0.2, 2.3
- Nc1ccc(CC(N)c2csc(Nc3cc(Oc4ccccc4)ncn3)n2)cc1 (stereo not given)
  -17, ., -4, 14, ., ., 2.0, -0.4, -0.5
- COc1ccc2[nH]cc(CCCN3C(=O)c4ccccc4C3=O)c2c1
  -2, 17, -5, -9, -0.9, 2, ., -0.5, -0.3
- COc1ccc(CNS(=O)(=O)c2ccc(F)c(C(=O)Nc3ccc(OC)cc3)c2)cc1
  6, -10, -2, 8, -0.2, 8, -1.2, 1.6, 0.2
- Cc1cc(NC(=O)C(C)SCC(=O)N(C)CC(=O)Nc2ccc(F)cc2)no1 (stereo not given)
  101*, -13, 1, 5, -1.0, ., 0.9, i, 2.7

In the list so far, 5 have a Cl atom:
Below each SMILES: Y pestis TopoI, SSB-PriA inh, Anthrax LF prot, PrPC surface inh, PfHsp40 yeast, 3CLpro inhibitor, TcdB GH inh, BH1578 lux ind, BoNT A protease
- CCNC(=O)COC(=O)Cc1ccc(Cl)cc1Cl
  1, -9, -6, -8, 1.1, 0, -2.0, -0.3, -0.3
- CCOC(=O)C1=CCN(S(=O)(=O)c2ccccc2Br)C1c1ccc(Cl)c(Cl)c1 (stereo not given)
  ., ., 3, 7, ., ., 0.1, ., -0.3
- Cn1c(CNC(=O)c2ccc(Cl)cc2)nnc1SCC(=O)NC1CCCC1
  4, 5, -8, 0, -0.5, 0, 0.3, -0.6, -0.6
- O=C(c1cccs1)N1CCN(c2ccc(Cl)cc2)CC1
  9, 1, -7, -4, 1.3, 2, 1.5, -0.4, -5.7
- Cc1cc(=O)oc2cc(OCC(=O)N3CC[C@@]4(O)CCCC[C@H]4C3)c(Cl)cc12
  0, -19, 0, -10, -0.6, 6, -0.5, -0.7, -1.2

The results go on.
Below each SMILES: Y pestis TopoI, SSB-PriA inh, Anthrax LF prot, PrPC surface inh, PfHsp40 yeast, 3CLpro inhibitor, TcdB GH inh, BH1578 lux ind, BoNT A protease
- CN1N=C(C(=O)NC2CCCc3c2cnn3-c2ccc(F)cc2F)CCC1=O (stereo not given)
  6, -6, 1, 9, -0.5, -9, 0.4, i, 1.3
- CCOC(=O)c1ccc(NC(=O)Cn2cc3c(n2)CCC(C)C3)cc1 (stereo not given)
  2, 0, -7, 7, 0.0, -4, 0.1, -0.2, -0.5
- CC(c1nnc(SCC(=O)N2CC(=O)Nc3ccccc32)n1Cc1ccccc1)N(C)C (stereo not given)
  12, -10, 2, 4, 1.1, 3, ., -8.3, 1.3
- COc1ccc(N(CC(O)Cn2c3ccccc3c3ccccc32)S(=O)(=O)c2ccccc2)cc1 (stereo not given)
  -6, -17, -2, 10, 0.2, 4, ., -0.8, 0.7
- O=C(N/N=C\c1ccc(F)cc1)c1ccc(Cn2cc(Br)c([N+](=O)[O-])n2)o1
  -11, ., -3, -6, 1.2, -1, 0.8, 0.0, 1.3
- CCN(CC)CCOC(=O)c1ccc(N=CC2=C(O)CC(C)(C)CC2=O)cc1
  -2, -13, -1, 4, -0.8, ., -3.5, 0.1, 0.1
- CC1(C)c2[nH]c3ccccc3c2C[C@@H]2C(=O)N(Cc3ccccc3Cl)C(=O)N21
  -10, 2, -7, 2, 3.7, ., -0.4, i, -0.7
- O=c1c2ccccc2nc(-c2ccccc2)n1CCCN1CCOCC1
  -1, -3, -3, -5, 2.1, -1, ., i, -1.5
- CCN(CC)S(=O)(=O)c1ccc(N2CCN(C)CC2)c(NC(=O)Nc2ccccc2F)c1
  -25, -13, -8, -8, -1.8, -8, 1.0, -0.2, -3.9
- COc1cc(C(O)c2nc3ccccc3s2)cc(OC)c1OC (stereo not given)
  -6, -1, 7, 4, -1.6, -1, -0.1, i, -5.8
- O=C(CSc1nnc(CNC(=O)c2cccc(C(F)(F)F)c2)o1)NCC1CCCO1 (stereo not given)
  -2, -12&-16, -3, 6, -1.3, 2, 2.4, 0.5, -0.5
- OCc1c[nH]c(=S)n1CCOc1cccc(C(F)(F)F)c1
  3, 9, 5, 0, -0.7, -4, 0.7, -0.9, -3.5
- FC(F)(F)c1nc(NCC2CCCO2)c2nnn(Cc3ccccc3Cl)c2n1 (stereo not given)
  2, -15, -10, -2, 1.3, -2, 0.5, -0.4, -0.4
- Fc1cccc(Nc2ncnc3sccc23)c1
  0, -12, 13, 6, 0.9, 3, 1.0, i, 1.5
- Cc1ccc(S(=O)(=O)Nc2ncnc3sc(C)c(C)c23)cc1
  -3, 2, ., 11, 5.1, ., 2.0, i, .

This is a subset (hit frequency here may not be typical).
